SRC3 TRFRET art – TR-FRET detection interference compounds, artefact control for PPARgamma SRC-3 recruitment agonists, biochemical, TR-FRET ratio | 0.39% of 99,000 active | TR-FRET artefact counter-screen, PPARgamma/SRC-3 format; hits give high values | TR-FRET ratio at 8 µM; in the data active means TR-FRET ratio above about 2000; further: inactives centre near 1600
SRC1 TRFRET art – TR-FRET detection interference compounds, primary screen, artefact control for PPARgamma SRC-1 recruitment agonists, biochemical, TR-FRET emission ratio; TR-FRET detection artefact counter-screen; hits give high values; 0.34% of 99,000 active; AID 1051, 2008; TR-FRET ratio at 8 µM; in the data active means TR-FRET ratio above about 2300; further: inactives centre near 1800
* hit, by the source's call.

Every second line gives: SRC3 TRFRET art, SRC1 TRFRET art
COc1cc(OC)c(NS(=O)(=O)c2ccc(Cl)c(C(=O)OC(C)C(=O)N3CCCC3)c2)cc1Cl (stereo unspecified)
 : 1150, 1846
COc1ccc(NC(=O)Cn2c(=O)n(-c3ccccc3)c(=O)c3sccc32)c(OC)c1
 : 1620, 1632
Cc1c(C(=O)NCCSCc2ccco2)cccc1[N+](=O)[O-]
 : 1466, 1835
CCN(CC)C(=O)CSc1nc2ccccc2c(=O)n1CCC(=O)N1CCN(c2ccccc2)CC1
 : 1779, 2026
Nc1c(C(=O)Nn2cnnc2)cc([N+](=O)[O-])cc1[N+](=O)[O-]
 : 1345, 1577
COc1ccc(NS(=O)(=O)c2cc(NC(=O)c3ccco3)ccc2N2CCCC2)cc1
 : 1349, 1820
Cc1ccc2nc(Cl)c(C3CC(c4cccs4)=NN3C(=O)CCCC(=O)O)cc2c1 (stereo unspecified)
 : 1539, 1528
COc1cccc(C2=CC(c3ccc(OC)c(OC)c3OC)n3nnnc3N2)c1 (stereo unspecified)
 : 1418, 1820
CC(=O)c1ccc(N/N=C(/C(N)=O)C2=NC(C)(C)Cc3ccccc32)cc1
 : 1666, 1547
COc1ccc2oc3cc(C)[n+]([O-])c(-c4ccc(C)cc4)c3c2c1
 : 1470, 1784
COc1ccc(N2C(=O)C(F)(F)C2c2cccc(F)c2)cc1 (stereo unspecified)
 : 1535, 2015
Cc1ccccc1OCc1nnc(SCC(=O)Nc2ccc3nc(SCC(=O)Nc4ccccc4)sc3c2)n1C
 : 2010, 1821
O=C(O)c1ccccc1-c1ccccc1C(=O)Nc1cccc(-c2nc3ccccc3o2)c1
 : 1666, 2110
O=C(COc1ccccc1O)c1cccs1
 : 1424, 1642
CCOC(=O)CSc1nc(C)nc2c1sc1nc(C)c(C(C)=O)c(-c3ccc(OC)cc3)c12
 : 1557, 1936
COc1ccccc1CNc1ncnc2cc(Cl)ccc12
 : 1663, 1862
O=C(c1ccccc1O)N1N=C(c2ccccc2)CC1(O)C(F)(F)F (stereo unspecified)
 : 1589, 1545
O=C(NC1CCCCCCC1)C1=COCCO1
 : 1541, 1714
Cc1ccc(C(=O)O)cc1-c1ccc(C=C2C(=O)c3ccccc3C2=O)o1
 : 1471, 1605
CN(C)CCCN(C(=O)COc1ccccc1)c1nc2ccc(F)cc2s1
 : 1427, 1934
NNC(=O)C1CC1c1ccccc1 (stereo unspecified)
 : 1315, 1670
Cc1ccccc1NS(=O)(=O)c1ccc(C(=O)N2CCN(c3ccccn3)CC2)cc1
 : 1452, 1646
Cc1cc2c(ncn2C)c(NS(=O)(=O)c2ccc(Cl)cc2)c1C
 : 1774, 1989
Cc1ccc(S(=O)(=O)N2CCC(=O)N(C(COCc3ccc(Cl)cc3)C(C)C)CC2)cc1 (stereo unspecified)
 : 1448, 1674
O=C(COc1ccccc1)N/N=C/c1ccc(O[C@@H]2O[C@H](CO)[C@@H](O)[C@H](O)[C@H]2O)cc1
 : 1636, 1893
CC(C)(O)C#Cc1ccc(CN2CCN(C3CCCC3)C(CCO)C2)cc1 (stereo unspecified)
 : 1439, 1593
CC(C)CCc1noc(CN2CCC(CCN3CCCC3=O)CC2)n1
 : 1748, 1945
CCOc1cc(C(=O)OCC(=O)Nc2c(C)cccc2C)ccc1OCC(=O)N1CCOCC1
 : 1610, 2031
N#Cc1ccc(C(=O)Nc2nnc(-c3ccccn3)o2)cc1
 : 1600, 1973
Cc1ccccc1C(=O)Nc1nnc(-c2ccco2)o1
 : 1601, 1886

Taken from above:
SRC1 TRFRET art result of Cc1ccc(S(=O)(=O)N2CCC(=O)N(C(COCc3ccc(Cl)cc3)C(C)C)CC2)cc1 (stereo unspecified) reads 1674
SRC1 TRFRET art result of CCOc1cc(C(=O)OCC(=O)Nc2c(C)cccc2C)ccc1OCC(=O)N1CCOCC1 reads 2031

New compounds follow.
Every second line gives: SRC3 TRFRET art, SRC1 TRFRET art
Clc1cccc(CSc2ccc(-c3ccco3)nn2)c1
 : 1718, 1941
CC(=O)c1c(C)[nH]c(C(=O)Nc2nc(-c3ccc(Cl)cc3)cs2)c1C
 : 1624, 1909
COc1ccc(NS(=O)(=O)c2cc(NC(=O)/C=C/c3ccccc3OC)ccc2N2CCCCC2)cc1
 : 1540, 1866
CCOC(=O)c1c(NC(=O)C2C3CCC(O3)C2C(=O)O)sc2c1CCC(CC)C2 (stereo unspecified)
 : 1695, 1756
CC(=O)NCCc1nc2ccccc2n1Cc1ccc(Cl)cc1
 : 1605, 1729
CN(C)c1cccc(C(=O)N/N=C/c2ccccc2F)c1
 : 1566, 2117
COc1ccc(NC(=O)CSc2nnnn2C)c([N+](=O)[O-])c1
 : 1467, 2020
Cc1ccccc1NC(=S)NNC(=O)c1cccc(Br)c1
 : 1450, 1601
CCCC(=O)NC(=S)Nc1nc(-c2ccc(OC)cc2)cs1
 : 1560, 1851
COc1ccc(N(CC(=O)Nc2cccc(N(C)S(C)(=O)=O)c2)S(=O)(=O)c2ccc(C)cc2)cc1
 : 1579, 1565
O=C1CCC2=C(CCCC2=O)N1
 : 1437, 1707
COc1ccc(CN2CCN(C(C)C)C(CCO)C2)cc1Cn1cncn1 (stereo unspecified)
 : 1787, 1859
COc1c(Cl)cc(-c2noc(C)c2C(=O)NC(C)C)cc1Cl
 : 1600, 1907
Oc1c(Br)cc(C=Nc2ccc3nc(-c4ccccc4)[nH]c3c2)c(O)c1Br
 : 1961, 1998
CCOc1ccccc1NC(=S)Nc1ccc(S(N)(=O)=O)cc1
 : 1640, 1610

Profiles from above.
`O=C1CCC2=C(CCCC2=O)N1` as listed: SRC3 TRFRET art: 1437; SRC1 TRFRET art: 1707
`COc1ccc(CN2CCN(C(C)C)C(CCO)C2)cc1Cn1cncn1` (stereo unspecified) as listed: SRC3 TRFRET art: 1787; SRC1 TRFRET art: 1859

(list continues)
Every second line gives: SRC3 TRFRET art, SRC1 TRFRET art
N#C/C(=C\c1ccc(-c2cccc([N+](=O)[O-])c2)o1)C(=O)N1CCOCC1
 : 1816, 1817
COCCn1c(-c2ccc(OC)cc2)cnc1N
 : 1663, 1952
CCC(=O)NC(=S)Nc1ccc(NC(=S)NC(=O)c2ccc(C)cc2)cc1
 : 1507, 1657
Cn1cccc1CNC(=S)Nc1ccccc1F
 : 1502, 1853
CC(C)NC(=O)CSc1nc2ccccc2n1CC(=O)N(C(C)C)C(C)C
 : 1490, 2068
c1cc2c(cc1-c1[nH]ncc1CN1C[C@H]3CC[C@H]1C3)OCO2
 : 1579, 1739
O=c1[nH]c2ccccc2c2nc3ccccn3c12
 : 1415, 2016
CC(C)(C)c1ccc(-n2nc(C(N)=O)c(O)cc2=O)cc1
 : 1697, 1887
OC(CNCc1ccc(-c2ccccc2)cc1)c1ccccc1 (stereo unspecified)
 : 1500, 1836
COc1ccc(C(=O)c2c(C)c3cc(C)ccc3n2CC(O)CN2CCOCC2)cc1 (stereo unspecified)
 : 1482, 1679
Cc1csc(C(C)N(C)C(=O)CCc2nnc(CCc3ccccc3)o2)n1 (stereo unspecified)
 : 1443, 1901
COC(=O)c1ncccc1SC
 : 1591, 2230
CCCN(CCC)C(=O)Cn1c(=O)n(CCCC(=O)NCc2ccco2)c(=O)c2sccc21
 : 1567, 1670
Cc1nc(N2CCN(S(=O)(=O)c3ccc(Br)cc3)CC2)c2c(C)c(C)sc2n1
 : 1771, 1918
Cc1cccc(S(=O)(=O)Nc2nc3ccccc3nc2NCc2ccc3c(c2)OCO3)c1
 : 1357, 1624
CC1CC(C)CN(C(=S)Nc2ccc(SC(F)F)cc2)C1 (stereo unspecified)
 : 1887, 1792
O=C(c1ccccn1)N1N=C2/C(=C/c3ccccc3)CCCC2C1c1ccccc1 (stereo unspecified)
 : 1447, 1923
COc1ccc(NC(=O)N2CCN(c3ccc([N+](=O)[O-])cc3)CC2)cc1
 : 1647, 1884
O=C1N=c2ccccc2=C1c1sc(=S)n(NC(=O)c2cccc(O)c2)c1O
 : 2060*, 2026
CCOC(CNC(=O)c1ccc2c(c1)ncn2-c1ccc(F)c(F)c1)OCC
 : 1487, 1742
Cc1cc(OCC(=O)NCCO)ccc1Cl
 : 1521, 2011
Cc1c(N=C2N=C(NC(=O)c3ccc(F)cc3)c3ccccc32)c(=O)n(-c2ccccc2)n1C
 : 1597, 2002
CC(=O)N1C(=O)/C(=C2\SC(=S)N(c3c(C)n(C)n(-c4ccccc4)c3=O)C2=O)c2ccccc21
 : 1619, 1845
COc1ccc(CCNC(=O)/C=C\c2ccccc2)cc1OC
 : 1315, 1730
COC(=O)c1cc(-c2ccc(OC)cc2)on1
 : 1784, 1670
Cc1cc(NCC(c2ccccc2)c2ccccc2)n2ncnc2n1
 : 1787, 1848
O=C(CN1CCN(c2ncc(C(F)(F)F)cc2Cl)CC1)NC(=O)NCc1ccccc1
 : 1594, 1956
S=C(Nc1ccccc1)N1CCn2cccc2C1c1cccnc1 (stereo unspecified)
 : 1490, 1732
CCN1CCCC1CNC(=O)c1ccc(Sc2ccccc2Cl)c([N+](=O)[O-])c1 (stereo unspecified)
 : 1528, 1757
Cc1ccc(-c2c[nH]c(=S)n2-c2ccccc2)cc1
 : 1684, 1971
CCOc1nc(NCCN2CCOCC2)nc(Nc2ccc([N+](=O)[O-])cc2)n1
 : 1644, 1954
Cc1ccc(NC(=S)N(CCN(C)C)Cc2cc3cccc(C)c3[nH]c2=O)cc1
 : 1675, 1911
CC(=O)Nc1ccc(S(=O)(=O)Nc2cccc(-c3cn4c(n3)SCC4)c2)cc1
 : 1443, 1678
CC/C(C)=N/Nc1ccc(S(=O)(=O)N2CCCC2)cc1[N+](=O)[O-]
 : 1842, 1877
Cc1ccc(NC(=O)CCC(=O)N/N=C/c2cc([N+](=O)[O-])ccc2O)cc1
 : 1565, 1656
c1ccc(-c2noc(CN3CCN(c4cnccn4)CC3)n2)cc1
 : 1753, 1689
COC(=O)c1ccc(CSc2nncn2N)cc1
 : 1460, 1568
COc1ccc2c(CC(=O)NCc3cccs3)coc2c1
 : 1651, 1579
Cc1cc(NC(=O)CSc2nncn2-c2ccccc2)no1
 : 1472, 1656
CC(Oc1ccccc1)C(=O)N=Nc1c(O)[nH]c2ccc([N+](=O)[O-])cc12 (stereo unspecified)
 : 1553, 1909
O=C(CNC(=O)c1ccc(Br)cc1)N/N=C/c1ccc[nH]1
 : 1529, 1759
Cc1cccc(-c2nsc(SCC(=O)c3ccc(Cl)cc3)n2)c1
 : 1620, 1874
NC(=O)CSc1nc2ccccc2n1Cc1ccccc1
 : 1656, 1959
Cc1ccc(O)c(C2=Nc3ccccc3N=C(c3ccc([N+](=O)[O-])cc3)C2)c1
 : 1314, 1833
Cc1ccc(C(=O)N/C(=C/c2ccco2)C(=O)NCCc2c[nH]c3ccccc23)cc1
 : 1472, 1720
COc1ccc2c(c1)O[C@H](c1ccc3c(c1)OCO3)[C@@H](OC(=O)Nc1cc(OC)c(OC)c(OC)c1)C2=O
 : 1349, 1693
O=C(/C=C/c1cccc(Br)c1)NCc1ccncc1
 : 1654, 2078
Cc1cnc(C)c(N(C)NC(=S)Nc2ccccc2)n1
 : 1487, 1743
C=CCN(c1ccccc1)S(=O)(=O)c1ccc(Cl)c(C(=O)OCC(=O)NCCCN2CCCC2=O)c1
 : 1561, 1792
COc1cc(/C=N/NC(=S)N/N=C/c2cc(OC)c(OC)c(OC)c2)cc(OC)c1OC
 : 1430, 1685
CCOc1ccc(C(=O)N2CCN(c3cccc(Cl)c3)CC2)cc1
 : 1577, 1654
Cc1cccc(NC(=S)NCCN(C2CCCCC2)C2CCCC2)c1
 : 1542, 1758
COc1ccc(CCNC(=O)CSc2n[nH]c(C)c2[N+](=O)[O-])cc1OC
 : 1549, 1917
CCCC(=O)Nc1cccc(NC(=S)NC(=O)C(C)Oc2ccc(Cl)cc2Cl)c1 (stereo unspecified)
 : 1536, 1789
CSc1nnc(CSc2cc(C)nc(N(C)C)n2)o1
 : 1469, 1706
O=C(NCCCn1ccnc1)c1ccc(S(=O)(=O)N2CCOCC2)cc1
 : 1853, 1798
COc1ccc(-c2nc(CN3CCCCC3c3nccn3C)c(C)o2)c(C)c1C (stereo unspecified)
 : 1470, 1794
Cn1ccnc1SCCNC(=O)CCc1nnc(CCCCc2ccccc2)o1
 : 1602, 1635
N#CCOC(=O)/C=C/c1ccc2c(c1)OCO2
 : 1442, 1687
Cc1cc(C)c(NC(=O)/C=C\C(=O)O)c(Cl)c1
 : 1783, 1666

New compounds follow:
Every second line gives: SRC3 TRFRET art, SRC1 TRFRET art
O=C1CC(/C=C/c2cccnc2)=Nc2ccccc2N1
 : 1581, 1824
CCC(CC)c1nc2cc(OC)c(OC)cc2c(=O)o1
 : 1627, 1538
N#CCCn1cc(C(=O)O)c(-c2cccs2)n1
 : 1823, 1799
O=C(O)c1ccc(/C=N/NC(=O)c2cc(-c3cccs3)nc3ccccc23)cc1
 : 1660, 1657
CCCCNC(=O)C1CCC(CNc2nc(=S)[nH]c3ccccc23)CC1 (stereo unspecified)
 : 1463, 1849
COc1ccc(/C(N)=N/OC(=O)c2ccco2)cc1OC
 : 1626, 2179
C=C(C)CNC(=S)Nc1cccc(N)n1
 : 1784, 1967
CCN(CC)C(=O)c1c(-c2ccccc2)oc2ccc(OC)cc12
 : 1693, 2268
CS(=O)(=O)N(CC(=O)NC1CC2CCC1C2)c1ccc(Oc2ccccc2)cc1 (stereo unspecified)
 : 1654, 1688
CCOc1ccccc1-n1nnnc1SCC(=O)NCc1ccco1
 : 1842, 1776
O=C(c1cc(COc2ccc(F)cc2Cl)on1)N1CCc2ccccc2C1
 : 1360, 1551
CCCn1c(SCC(=O)Nc2ccc(S(=O)(=O)N(C)C)cc2)n[nH]c1=O
 : 1457, 1696
Cc1cccc(C(=O)Oc2ccc(/C=N/NC(=O)c3ccncc3)cc2)c1
 : 1305, 1657
CCCCC(CC)CNC(=O)CC1Nc2c3ccccc3nc(=S)n2C1=O (stereo unspecified)
 : 1909, 1924
CCCn1c(C)cc(C(=O)Cn2nnc3ccccc3c2=O)c1C
 : 1454, 1700
CC(C)CSC1=NSC2=NC(=O)/C(=C\c3ccccc3)C(=N)N12
 : 1442, 1976

Source: PubChem

A portion of the library; the hit share may differ from the screen's.
